# Assay outcomes from PubChem BioAssay.
# OXTR agonist – human OXTR agonism; hit rate 0.32% among 320,000; activation, % at 3 µM; P30559; AID 2435; CHO-OTR cells, Fluo-8 calcium fluorescence; normalized: DMSO 0%, oxytocin 100%;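 active = activation above the mean of all tested compounds plus 3 SD, cutoff set per screening run, cut at about 20% in these data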;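 note: peak over basal fluorescence ratio from a 100 s FLIPR kinetic read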
# Target sequence (P30559 whole entry, looked up): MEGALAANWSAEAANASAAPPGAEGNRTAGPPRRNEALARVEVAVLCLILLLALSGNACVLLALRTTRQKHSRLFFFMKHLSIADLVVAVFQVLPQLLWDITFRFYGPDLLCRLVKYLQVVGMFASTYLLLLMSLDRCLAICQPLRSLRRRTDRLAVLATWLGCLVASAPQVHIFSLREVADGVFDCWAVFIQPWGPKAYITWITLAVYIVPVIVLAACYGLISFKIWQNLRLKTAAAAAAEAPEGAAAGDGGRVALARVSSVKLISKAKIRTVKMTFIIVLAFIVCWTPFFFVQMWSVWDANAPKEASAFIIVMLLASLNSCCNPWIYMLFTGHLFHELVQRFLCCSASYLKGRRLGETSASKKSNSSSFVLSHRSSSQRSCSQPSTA
# NALP1 yeast inh – inhibitors of NALP1 inflammasome in yeast; S. cerevisiae NALP1/ASC/caspase-1 growth, X-gal OD620, 72 h; hit rate 0.61% among 280,000; AID 2071; inhibition, % at 10 µM; in the data active = inhibition mostly above about 24%, no sharp cut-off; inactive = mostly below about 32%; note: some compounds called inactive have numbers as strong as hits
# MEKK2wt PB1 HTS – raises or lowers MEK5 binding to wildtype human MEKK2 PB1 domain. hit rate 1.1% among 290,000. Q9Y2U5. AID 1531. bead flow cytometry, Alexa488-MEK5 binding to MEKK2 WT; actives lie on both sides. binding response (% of control), % at 10 µM; in the data active = binding response below about 67% or above about 130%
# GalR3 antagonist – blocks the human galanin receptor 3; O60755; HEK293 GalR3-CNG cAMP membrane potential fluorescence; galR3 body fused to GalR1 C-terminus; inhibition, % at 3 µM; hit rate 0.44% among 360,000;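 active = inhibition above the screen-wide average plus 3 SD, cut at about 13% in these data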;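 note: forskolin and galanin both at EC90 stimulate the cells; cAMP rise reported by CNG channel membrane potential dye signal; 0% = forskolin plus galanin with DMSO and 100% = forskolin alone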
# GPR7 antag – human neuropeptides B/W receptor 1 antagonism | hit rate 1.1% among 290,000 | P48145 | GPR7-expressing cells, fluorescence antagonist assay | inhibition, % at 4.4 µM | AID 1861; in the data active = inhibition above about 16%, passing the limit was not always enough;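 note: cells stimulated with the agonist NPW; 0% = agonist with vehicle and 100% = vehicle without agonist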
# Target sequence (P48145 whole entry, looked up): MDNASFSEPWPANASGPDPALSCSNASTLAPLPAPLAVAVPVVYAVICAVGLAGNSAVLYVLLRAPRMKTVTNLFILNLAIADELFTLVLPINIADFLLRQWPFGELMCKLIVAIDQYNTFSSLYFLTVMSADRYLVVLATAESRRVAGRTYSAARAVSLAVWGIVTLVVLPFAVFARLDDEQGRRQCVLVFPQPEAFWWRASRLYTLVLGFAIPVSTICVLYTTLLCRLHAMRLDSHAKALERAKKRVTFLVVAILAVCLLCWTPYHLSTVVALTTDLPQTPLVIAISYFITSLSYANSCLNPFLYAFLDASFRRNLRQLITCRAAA
# MEKK2mut PB1 HTS – signal of MEK5 binding to mutant human MEKK2 PB1 domain; bead flow cytometry, Alexa488-MEK5 binding to MEKK2 mutant; percent response, % at 10 µM; hit rate 0.35% among 290,000; AID 1530; in the data active = percent response above about 24%, passing the limit was not always enough; note: inactives centre near 1; some results filed as inactive read as strong as hits; reference of the scale not given here
# PHOSPHO1 block – inhibitors of human PHOSPHO1 phosphatase | Q8TCT1 | recombinant PHOSPHO1, absorbance phosphatase assay | inhibition, % at 13.3 µM | hit rate 1.1% among 290,000 | AID 1565; in the data active = inhibition above about 60%
# Target sequence (Q8TCT1 whole entry, looked up): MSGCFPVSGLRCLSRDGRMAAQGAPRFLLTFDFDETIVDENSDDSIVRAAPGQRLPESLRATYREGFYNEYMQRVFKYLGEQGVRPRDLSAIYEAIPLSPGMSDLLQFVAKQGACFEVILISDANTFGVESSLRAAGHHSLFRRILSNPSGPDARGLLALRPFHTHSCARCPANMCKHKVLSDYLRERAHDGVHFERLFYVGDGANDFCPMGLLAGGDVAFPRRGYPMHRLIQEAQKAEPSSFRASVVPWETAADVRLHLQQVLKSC
# V1aR counter – counter-screen for oxytocin receptor agonists: human V1a receptor agonists | P37288 | CHO-V1R cells, Fluo-8 calcium fluorescence, agonist mode; 0% DMSO, 100% 3 nM vasopressin | activation, % at 3 µM | hit rate 0.25% among 320,000 | AID 2797;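 active = activation above the mean activation of all tested compounds plus 3 SD, per screening run, cut at about 20% in these data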;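 note: signal is peak over basal fluorescence ratio across a 100 second FLIPR read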
# MEKK3 PB1 HTS – raises or lowers MEK5 binding to the human MEKK3 PB1 domain; Q99759; bead-based flow cytometry, Alexa488-MEK5 binding to MEKK3; actives lie on both sides; 0 = blocked by unlabeled MEK5, 100 = vehicle; binding response (% of control), % at 10 µM; hit rate 1.4% among 290,000; AID 1529;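 active = binding response more than 3 SD above or below the average of its plate-row segment, actives on both sides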;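 note: Alexa488 bead fluorescence after subtracting the streptavidin-only scavenger bead signal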
# * marks the source's active call; other numbers are inactive results; · = not tested or not shown.
# The line under a structure holds: OXTR agonist, NALP1 yeast inh, MEKK2wt PB1 HTS, GalR3 antagonist, GPR7 antag, MEKK2mut PB1 HTS, PHOSPHO1 block, V1aR counter, MEKK3 PB1 HTS
> CCCc1nc2c(o1)CC(CC(C)SCC)CC2=O (configuration not stated)
→ -1.6, 1, 93, -2, 2, -8, -8, -0.6, 89
> CCOC(=O)Cc1c(C)nc2c(-c3cccc(Br)c3)cnn2c1C
→ 1.0, 21, 103, 0, -10, 0, -23, 1.2, 102
> COc1ccc(N(CC(=O)N2CCN(Cc3ccc4c(c3)OCO4)CC2)S(C)(=O)=O)cc1OC
→ -0.1, -11, 92, 0, -14, -6, -29, 0.2, 89
> CCc1cc(=O)oc2c(C)c(OC(C)C(=O)NCCCN3CCOCC3)ccc12 (configuration not stated)
→ 0.2, 8, 106, -8, -19, 10, 45, 4.5, 102
> COc1ccc(CNc2oc(C)nc2C#N)cc1
→ -0.9, -60, 100, -6, -19, 1, -29, 0.1, 104
> COc1ccc(C(=O)Nc2nnc(S(=O)(=O)N3CCC(C)CC3)s2)cc1OC
→ 0.7, -26, 98, 4, 0, 0, 22, 2.8, 97
> Cc1cc(=O)n2nc(N3CCC(C(=O)NCc4ccccc4)CC3)sc2n1
→ -0.7, -4, 100, 0, -11, 2, 33, 0.7, 100
> Cc1c(C(=O)NCCCN2CCOCC2)sc2ncnc(N3CCN(c4ccccc4)CC3)c12
→ ·, 4, 101, -3, -5, -1, -44, ·, 95
> COc1ccc(CNC(=O)COC(=O)CCC(=O)c2cccs2)cc1
→ -0.1, -4, 99, -5, -8, -1, -5, 0.6, 102
> O=C(Cc1ccccc1)NCc1cccnc1
→ 0.3, 6, 100, -7, -14, -2, 0, 0.7, 98
> O=C(NCC1CCCO1)C1CC(c2ccccc2Cl)=NO1 (configuration not stated)
→ -0.3, 16, 112, 0, -3, 8, 36, 0.0, 115
> Cc1cc(O)cc(=O)n1C
→ -0.1, 6, 71, -6, -2, -11, 6, 0.8, 87
> N#CCC(=O)N/N=C/c1cn(Cc2cccc3ccccc23)c2ccccc12
→ -0.9, 41*, 80, 5, 5, -18, -2, -1.2, 87
> CCOC(=O)c1c(-c2ccccc2)cn2ccccc12
→ -2.7, 25*, 103, -4, 4, 6, 42, -1.6, 105
> COc1ccc(CCNC(=O)CN2C(=O)NC(CCSC)C2=O)cc1 (configuration not stated)
→ -1.6, -15, 95, -7, -6, 0, 32, -0.1, 99
> CC(C)(C)c1ccc(NC(=S)NCc2cccnc2)cc1
→ 4.4, -1, 89, -2, -4, -8, 16, 4.9, 92
> O=C(CN1CCN(c2ccccc2F)CC1)NC(=O)NCc1ccco1
→ 0.0, 12, 112, -3, -3, 10, -8, 0.2, 111
> O=C(CSc1nc2ccccc2n1CCc1ccccc1)NC1CCS(=O)(=O)C1 (configuration not stated)
→ -0.7, 0, 99, -3, -2, 5, 97*, -0.6, 101
> CCC(C(=O)Nc1cccnc1Cl)c1ccccc1 (configuration not stated)
→ -1.2, 1, 103, -6, -7, 0, -8, -0.2, 101
> CCN(CCNC(=O)C1CCN(Cc2nc(-c3cccc(Cl)c3)oc2C)CC1)c1ccccc1
→ 18, -3, 188*, -9, 7, 20, 4, 15, 109
> Cn1cnnc1SCC(=O)N1N=C(c2ccc(Cl)cc2)CC1c1ccco1 (configuration not stated)
→ -1.8, 27, 100, 1, -5, -1, 38, -0.1, 106
> O=C(COC(=O)CCS(=O)(=O)c1ccc(Cl)cc1)NC1CCCCC1
→ -0.9, 30, 101, -2, -8, 3, -4, 0.7, 98
> O=S(=O)(NCc1ccccc1)NCc1ccc(Cl)cc1Cl
→ -1.6, 33, 99, -4, 11, -2, -16, -1.1, 100
> NC(=O)c1c(NC(=O)c2ccccc2)sc2c1CCC2
→ -1.7, -4, 100, -2, 2, 3, ·, -0.4, 106
> Cc1cccc(Cn2cnc3c(nnn3Cc3ccccc3F)c2=O)c1
→ 2.3, 3, 98, -6, 13, 2, 16, 2.7, 99
> CC1(C)CC(NCCC(c2ccccc2)c2ccco2)CCO1 (configuration not stated)
→ 0.3, 32, 102, -4, 0, -4, 24, 0.2, 94
> CCOC(=O)Cc1nnc(NC(=O)CC)s1
→ 0.1, 7, 116, 0, 5, 10, 20, 0.6, 116
> COc1ccc(C(=O)NC(=S)NNC(=O)c2ccc(NC(C)=O)cc2)cc1Br
→ -0.6, -5, 96, 0, -1, -7, -37, -0.7, 97
> CCOC(=O)C1=C(c2ccccc2)O/C(=C(/C(=O)OC)C(F)(F)F)S1
→ -0.8, -20, 85, 1, -16, -14, 0, 0.6, 84
> CC(=O)NCCC(=O)NCC1(N(C)Cc2ccccc2)Cc2ccccc2C1
→ ·, -19, 111, -10, -3, 9, ·, ·, 108
> Cc1cccc(-c2nc(C#N)c(N3CCC(C)CC3)o2)c1
→ ·, -4, 102, -9, 0, 0, 14, ·, 103
> O=C(Nc1nc(NC(=O)c2ccco2)n(-c2ccccc2)n1)c1ccccc1
→ 2.2, -42, 101, 3, -11, 0, 21, 1.6, 100
> CN(C)CCN(C(=O)c1ccc2ccccc2c1)c1nc2ccc(F)cc2s1
→ 0.6, 17, 115, ·, -5, 9, 22, -0.8, 105
> CN(c1ccc(C(=O)Nc2ccc3c(c2)n(C)c(=O)n3C)cc1)S(C)(=O)=O
→ 0.9, 14, 104, -7, -16, 1, ·, 0.3, 102
> N/C(=N\c1nc2ccccc2o1)NC(=O)c1ccc(F)cc1
→ 0.5, -3, 106, -6, 5, 6, -4, 0.6, 104
> COc1ccc2c(COC(=O)c3cccc(S(=O)(=O)NCC(C)C)c3)cc(=O)oc2c1
→ 7.1, 10, 98, -6, 9, -4, 22, 7.3, 102
> C=CCn1c(=O)c2ccccc2n2c(SCC(=O)N(C)C)nnc12
→ ·, 10, 100, -10, -3, -1, 32, ·, 101
> COc1cc(C(=S)N2CCN(C)CC2)ccc1OCC(=O)NCc1ccccc1
→ -0.2, 12, 98, -4, -10, -5, 4, 0.1, 96
> CC(Sc1nnc(-c2ccccc2F)n1C1CC1)C(N)=O (configuration not stated)
→ 1.0, 18, 104, -5, -11, 1, 24, 0.2, 99
> CCOC(=O)CSc1nc2cccnc2n1-c1ccc(F)cc1
→ -2.0, -10, 99, -4, -10, 5, 7, -1.6, 98
> Cn1ncc([N+](=O)[O-])c1C(=O)Nc1ccc(Cl)cc1
→ -0.7, 10, 110, 4, 3, 9, 10, 0.2, 107
> N#Cc1ccccc1NC(=S)Nc1ccc(F)cc1
→ 0.3, -25, 101, -5, 5, -6, -17, 1.2, 104
> Cc1oc(-c2ccccc2Cl)nc1CSCC(=O)O
→ 0.1, -21, 111, 4, -15, 14, 2, 0.0, 113
> C(=N\N1CCN(Cc2cccc3ccccc23)CC1)/c1cccnc1
→ -1.3, 11, 101, -9, 11, 2, 8, -1.2, 102
> Cc1ccc(NC(=O)COC(=O)CCc2ccccc2)c(Cl)c1
→ -0.5, 22, 99, -10, -5, -2, 36, 0.3, 101

# Some of these compounds in order of their number in GPR7 antag, largest number first.
compound	GPR7 antag
Cc1cccc(Cn2cnc3c(nnn3Cc3ccccc3F)c2=O)c1	13
COc1ccc(C(=O)NC(=S)NNC(=O)c2ccc(NC(C)=O)cc2)cc1Br	-1
O=C(NCC1CCCO1)C1CC(c2ccccc2Cl)=NO1 (configuration not stated)	-3
Cc1ccc(NC(=O)COC(=O)CCc2ccccc2)c(Cl)c1	-5
O=C(COC(=O)CCS(=O)(=O)c1ccc(Cl)cc1)NC1CCCCC1	-8

# Random excerpt: 2 records from the list
# The line under a structure holds: OXTR agonist, NALP1 yeast inh, MEKK2wt PB1 HTS, GalR3 antagonist, GPR7 antag, MEKK2mut PB1 HTS, PHOSPHO1 block, V1aR counter, MEKK3 PB1 HTS
> N#Cc1ccccc1NC(=S)Nc1ccc(F)cc1
→ 0.3, -25, 101, -5, 5, -6, -17, 1.2, 104
> CN(c1ccc(C(=O)Nc2ccc3c(c2)n(C)c(=O)n3C)cc1)S(C)(=O)=O
→ 0.9, 14, 104, -7, -16, 1, ·, 0.3, 102

# Going on with the list:
# The line under a structure holds: OXTR agonist, NALP1 yeast inh, MEKK2wt PB1 HTS, GalR3 antagonist, GPR7 antag, MEKK2mut PB1 HTS, PHOSPHO1 block, V1aR counter, MEKK3 PB1 HTS
> COc1ccc(S(=O)(=O)N2CCNC(=O)C2)cc1Br
→ 0.2, 2, ·, -2, 3, ·, 17, -1.3, ·
> CC(C)(C)c1ccc(C(=O)N/N=C/c2ccccn2)cc1
→ -0.9, -22, 97, -7, -7, 1, 14, 0.7, 97
> Cc1ccc(C)c(OCC(=O)Nc2nc3ccc([N+](=O)[O-])cc3s2)c1
→ 0.2, 16, 103, -7, -1, 0, -7, 2.9, 122
> CSCCC(NC(=O)COc1ccccc1)C(=O)N1CCN(C(C)=O)CC1 (configuration not stated)
→ 0.3, 18, 103, -5, -22, 6, 37, 0.0, 100
> O=C(Nc1ccc2[nH]c(=O)[nH]c2c1)c1c(F)c(F)c(F)c(F)c1F
→ 0.8, 27, ·, 0, -7, ·, -5, 0.9, ·
> CCOc1ccc(C(C)=O)cc1CSc1nnnn1-c1ccc(O)cc1
→ 9.9, 2, 95, -4, 5, -3, 20, 9.1, 102
> N#Cc1ccccc1Cn1cc(/C=N/Nc2ccc([N+](=O)[O-])cn2)c2ccccc21
→ 0.8, -2, 85, 5, -9, 1, 23, 1.3, 100
> CCN1CCN(CCC(=O)Nc2cccc(OC)c2)CC1
→ -0.1, -6, 111, -4, -3, 2, 45, 0.4, 108
> CC(=O)NCCCNc1ccc([N+](=O)[O-])cc1
→ 0.6, 27, 95, -3, -10, -1, -5, 0.2, 95
> Cc1ccc(NC(=O)C2=C(c3ccccc3)S(=O)(=O)CCS2(=O)=O)cc1
→ 2.0, 6, 93, 7, 34*, -11, 28, 0.2, 96
> CN(C)C(CNC(=S)Nc1ccc(F)cc1)c1cccnc1 (configuration not stated)
→ -0.3, 19, 104, -3, -6, 2, 2, 0.9, 103
> CCOC(=O)/C=c1\s/c(=C\c2ccc(C(=O)OC)cc2)c(=O)n1CC(=O)Nc1ccccc1
→ 0.7, 14, 111, -2, -6, 0, 44, 0.6, 118
> C=CCNC(=O)c1cc2cccc(OC)c2oc1=O
→ -0.4, -16, 113, -5, -7, 0, 27, 0.0, 128*
> O=S(=O)(NCCc1ccccc1)c1ccc(-n2cnnn2)cc1
→ 3.9, 2, 92, -8, -1, -4, 30, 6.6, 96
> O=C(c1ccc(Cl)c(S(=O)(=O)N2CCCCC2)c1)N1CCCC1
→ 0.7, 15, 103, 3, 4, 6, 6, 2.7, 103
> O=C(Nc1ccccc1Oc1cccnc1)C1CCCN(C/C=C/c2ccccc2)C1 (configuration not stated)
→ ·, 14, 108, -2, 4, 2, 42, ·, 104
> O=C(NC1CCN(S(=O)(=O)c2ccc(F)cc2)CC1)c1cccnc1
→ 2.9, -11, 93, -2, 5, -3, -13, 2.6, 99
> CCn1c2ccccc2c2nnc(SCc3ccccc3)nc21
→ 0.7, 31, 111, -3, 2, 9, -6, 1.0, 121

# Shown as tab-separated lines: entries from further up.
molecule	OXTR agonist	NALP1 yeast inh	MEKK2wt PB1 HTS	GalR3 antagonist	GPR7 antag	MEKK2mut PB1 HTS	PHOSPHO1 block	V1aR counter	MEKK3 PB1 HTS
COc1ccc(S(=O)(=O)N2CCNC(=O)C2)cc1Br	0.2	2	·	-2	3	·	17	-1.3	·
CC(C)(C)c1ccc(C(=O)N/N=C/c2ccccn2)cc1	-0.9	-22	97	-7	-7	1	14	0.7	97
Cc1ccc(C)c(OCC(=O)Nc2nc3ccc([N+](=O)[O-])cc3s2)c1	0.2	16	103	-7	-1	0	-7	2.9	122
